# MmCpn inh: Inhibitors of TCP-1 ring complex (TRiC) of Methanococcus maripaludis (MmCpn): qHTS; Chaperonin Mm-Cpn (Methanococcus maripaludis); purified Mm-Cpn ATPase, ADP Transcreener TR-FRET; Potency, µM (doses to about 76.9 µM), inactives show at the top dose activity, negative = inhibition, hits mostly inhibitors; actives 0.031% (n = 330,000); also: potency is read from the fitted curve at half-maximal effect; % is scaled to controls: 0 for no effect and ±100 for the full control effect; nearly all actives have a fitted effect of over 80% in size
#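 ATPase turnover read by TR-FRET ADP competition (Eu cryptate antibody/ADP-d2, 665/590 nm): 10uM ATP final, 25nM Mm-CPN final, 30 min 37degC after 10-min compound preincubation, pH 7.4 Tris/KCl/MgCl2/DTT buffer.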
# EPAC1 antagonist: qHTS for Antagonist of cAMP-regulated guanine nucleotide exchange factor 3 (EPAC1): primary screen; EPAC1 GEF assay, Rap1b-BODIPY-GDP exchange fluorescence; actives 0.14% (n = 360,000); AID 720709, 2013; Rap guanine nucleotide exchange factor 3 (Homo sapiens), O95398; Potency, µM (titrated, usually from 115 µM), without a hit: at the top dose activity change, negative = inhibition, hits mostly inhibitors;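 also: potency is read from the fitted curve at half-maximal effect; plate controls were vehicle for no effect and positive control for full effect; nearly all actives have a fitted effect of over 50% in size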
# EPAC1 ag: qHTS for Agonist of cAMP-regulated guanine nucleotide exchange factor 3 (EPAC1): primary screen. EPAC1 agonist qHTS, biochemical assay; response scale: 100% = response to 6.5 mM cAMP. actives 0.073% (n = 360,000). Potency, µM (doses to about 154 µM), without a hit: at the highest dose activation, hits mostly activators. AID 720707, 2013; also: potency is read from the fitted curve at half-maximal effect; nearly all actives have a fitted effect of over 60% in size
#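 Read-out is the fluorescence drop as BODIPY-GDP leaves Rap1B (480 nm excitation, 540 nm emission), recorded every 5 minutes over 30 minutes. Reactions held 100 nM EPAC1, 250 nM Rap1B–BODIPY-GDP and 50 uM GDP, with 6.5 mM cAMP setting full activation.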
# PLK1 PBD inh: qHTS for Inhibitors of PLK1-PDB (polo-like kinase 1 - polo-box domain): Primary Screen; Potency, µM, without a hit: max response, negative = inhibition, usual class: inhibitors; Serine/threonine-protein kinase PLK1 (Homo sapiens), P53350; actives 2.8% (n = 360,000); AID 720504, 2013; Plk1 PBD binding of FITC phosphopeptide, fluorescence polarization; also: potency is read from the fitted curve at half-maximal effect; series mostly up to about 57 µM; % is scaled to controls: 0 for no effect and ±100 for the full control effect; nearly all actives have a fitted effect of over 65% in size
# Target sequence (P53350 whole entry, looked up, the tested form may be a part): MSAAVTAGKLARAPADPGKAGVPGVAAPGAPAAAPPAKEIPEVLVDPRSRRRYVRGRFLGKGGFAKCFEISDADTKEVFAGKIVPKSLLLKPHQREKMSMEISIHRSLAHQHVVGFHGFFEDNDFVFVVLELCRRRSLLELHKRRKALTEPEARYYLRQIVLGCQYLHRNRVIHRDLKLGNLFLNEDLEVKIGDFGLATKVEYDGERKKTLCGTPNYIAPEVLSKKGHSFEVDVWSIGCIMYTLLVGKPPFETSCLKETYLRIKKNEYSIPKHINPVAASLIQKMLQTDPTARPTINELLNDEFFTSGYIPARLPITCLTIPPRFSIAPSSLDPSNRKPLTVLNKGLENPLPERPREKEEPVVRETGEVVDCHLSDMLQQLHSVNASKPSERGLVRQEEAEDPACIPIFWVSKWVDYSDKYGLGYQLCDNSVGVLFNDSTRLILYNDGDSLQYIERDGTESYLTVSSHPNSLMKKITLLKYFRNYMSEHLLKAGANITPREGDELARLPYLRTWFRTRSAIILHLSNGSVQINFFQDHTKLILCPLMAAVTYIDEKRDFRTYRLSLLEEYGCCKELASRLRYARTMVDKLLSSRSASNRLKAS
# PI5P4Ka inh: qHTS for Inhibitors of phosphatidylinositol 5-phosphate 4-kinase (PI5P4K) | actives 1.2% (n = 330,000) | max response, % | PI5P4Kalpha enzyme, ADP-Glo luminescence, 60 min; active compounds read low | Phosphatidylinositol 5-phosphate 4-kinase type-2 alpha (Homo sapiens), P48426; active = max response of -50% or lower; inconclusive = between -30% and -50%; inactive = -30% or higher; also: value at the top dose of about 77 µM; % is scaled to controls: 0 for no effect and ±100 for the full control effect
# Target sequence (P48426 whole entry, looked up): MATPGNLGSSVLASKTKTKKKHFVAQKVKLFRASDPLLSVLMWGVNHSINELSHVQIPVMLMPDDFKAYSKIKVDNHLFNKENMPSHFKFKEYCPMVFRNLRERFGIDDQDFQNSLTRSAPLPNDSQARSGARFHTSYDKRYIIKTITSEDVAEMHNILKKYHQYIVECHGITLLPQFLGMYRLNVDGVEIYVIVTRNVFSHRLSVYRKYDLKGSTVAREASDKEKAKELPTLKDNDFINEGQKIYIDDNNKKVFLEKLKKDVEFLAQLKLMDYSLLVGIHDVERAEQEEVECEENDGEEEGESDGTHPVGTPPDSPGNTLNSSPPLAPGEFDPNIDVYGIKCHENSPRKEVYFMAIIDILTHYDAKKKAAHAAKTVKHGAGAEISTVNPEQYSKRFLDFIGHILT
#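 Quantitative HTS of the MLSMR library against PI5P4Kalpha with substrate. ATP added last at 5 microM final; room temperature, 60 minutes. Remaining ATP depleted, ADP converted and read as luminescence.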
# WRN helicase inh: qHTS for Inhibitors of WRN Helicase; WRN helicase unwinding, fluorescent forked duplex, kinetic; Potency, µM (top dose mostly 114 µM), without a hit: at the highest dose activity change, negative = inhibition, most hits filed as inhibitors; actives 0.46% (n = 360,000); also: potency is read from the fitted curve at half-maximal effect; % is scaled to controls: 0 for no effect and ±100 for the full control effect; nearly all actives have a fitted effect of over 55% in size
#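 Fluorescence dequenching readout, ex 525 nm/em 598 nm, kinetic mode: forked duplex DNA (100 nM final) with adjacent fluorophore and quencher unwound by WRN (20 nM final) with 2 mM ATP. Compound preincubation 15 min, room temperature.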
# CCT modulator: High-Throughput Screening for Modulators of Cytosolic Chaperonin Activity | purified chaperonin ATPase assay, HTRF ADP detection, 30 min | activity change, % (no concentration beside the values), hits read low | actives 0.3% (n = 360,000); in the data active = activity change below about -30%; also: % is scaled to controls: 0 for no effect and ±100 for the full control effect
#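 Enzyme 40 or 20 nM (batch-dependent) in Tris pH 7.4/KCl/MgCl2/DTT; cpd 76 uM single point; ATP 10 uM; 30 min 37 °C; Transcreener ADP HTRF detection, 30 min RT; ratio 665/615.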
# EPAC2 antagonist: qHTS for Antagonist of cAMP-regulated guanine nucleotide exchange factor 2 (EPAC2): primary screen | EPAC2 GEF exchange of Rap1B-BODIPY-GDP, fluorescence | actives 0.18% (n = 360,000) | Rap guanine nucleotide exchange factor 4 (Homo sapiens), Q8WZA2 | Potency, µM (series often up to 114 µM), without a hit: top-dose activity, negative = inhibition, hits mostly inhibitors | AID 720708, 2013; also: potency is read from the fitted curve at half-maximal effect; % is scaled to controls: 0 for no effect and ±100 for the full control effect; nearly all actives have a fitted effect of over 45% in size; many of its hits are not listed in these tables
# The depositor's hits bear a star; ? = inconclusive; . = not tested or not shown; [ ] = remark or other dose. Unless noted, calls follow the shape of the dose curve; as a rule, active = well fitted curve in the direction sought with a large enough effect; inconclusive = small, poorly fitted or top-dose-only effect, or another doubt; inactive = no such curve, though single readings can be large; an effect the other way counts as inactive or inconclusive. These rows are one share of the data; rates above refer to the full screens.
SMILES,MmCpn inh,EPAC1 antagonist,EPAC1 ag,PLK1 PBD inh,PI5P4Ka inh,WRN helicase inh,CCT modulator,EPAC2 antagonist
COc1cc(C(=O)N2CCN(S(=O)(=O)c3cccc(F)c3)CC2)ccc1OCC(=O)N1CCOCC1,0%,-4%,-4%,-7%,-2,-3%,0.2,12%
CCn1nc(C(=O)Nc2nc3ccc(C)cc3s2)c2ccccc2c1=O,1%,11%,-3%,1%,.,-6%,0.3,7%
CCc1nccn1S(=O)(=O)c1ccc(Br)cc1Br,0%,-1%,-1%,-6%,3,1%,-2.6,-12%
O=C(O)c1cccc2c1-c1ccc(Cl)cc1C2=O,.,-22%,-13%,-5%,3,-7%,-0.3,1%
COCCCNC(=O)c1cc2c(-c3cccc(OC)c3)nn(C)c2s1,-6%,0%,-8%,0%,-1,-3%,0.4,2%
Fc1ccc(-c2nnc(CSc3nnc(-c4cccs4)o3)o2)cc1,-3%,1%,4%,-5%,?,-19%,-7.8,-5%
COc1cc2c(cc1OC)CN(Cc1cc(=O)n3cc(C)ccc3n1)CC2,-4%,-7%,9%,-10%,2,-1%,-0.7,-1%
O=C(O)c1ccc(-n2nc(C(F)(F)F)c3c2-c2ccoc2CC3)cc1,1%,1%,0%,-16%,.,-26%,-0.2,-4%
Cc1cnc(NC(=O)c2cc3ccccc3o2)s1,-1%,9%,-4%,3%,0,7%,1.0,6%
O=C(Oc1nsnc1N1CCOCC1)c1ccccc1,0%,-6%,11%,24µM*,.,-8%,-1.4,-3%
CCc1nnc(NC(=O)CSc2nnc(-c3ccoc3C)n2CC(C)C)s1,1%,10%,-3%,-3%,1,5%,-1.6,12%
CC1CCN(S(=O)(=O)N2CCC(C(=O)NCc3ccc4c(c3)OCO4)CC2)CC1,2%,14%,-13%,6%,-4,-13%[57.1 µM],-0.5,7%
O=C(CSc1nccn1-c1ccccc1)N1CCc2ccccc21,?,-1%,-16%,-10%,4,-7%,0.7,0%
CCC(Sc1nncn1C)C(=O)Nc1cc(C)on1 (stereo not given),1%,-5%,2%,-3%,2,0%,-4.8,5%
CN1CC(=O)N(C)c2nc(Br)n(C)c2C1=O,-4%,16%,-8%,1%,.,1%[57.1 µM],-3.5,10%
COc1ccc(N2CCN(Cc3nc4c(c(=O)n(C)c(=O)n4C)n3Cc3cccc(C)c3)CC2)cc1,3%,-11%,-2%,-12%,5,4%,-1.4,-8%
O=C(NC1CCCC1)C(c1ccccn1)N(C(=O)c1csnn1)C1CCCC1 (stereo not given),0%,-4%,7%,1%,.,1%,-3.2,-4%
O=C(CCC1CCN(Cc2ccccc2O)CC1)NC1CC1,2%,2%,-5%,-4%,1,3%,-2.9,7%
COc1ccc(CNC(=O)c2ccc(CN3CCOCC3)cc2)cc1,1%,11%,1%,-13%,-1,3%,-2.0,8%
C=CCn1c(=N)n(CC(O)COc2ccc(OC)cc2)c2ccccc21 (stereo not given),-1%,3%,10%,-10%,-7,-2%,-2.9,5%
Clc1ccc(-c2nc3ncccn3c2Nc2ccc3c(c2)OCO3)cc1,0%,-3%,10%,-6%,-6,7%,-0.6,8%
O=C(Cc1cccc(NC(=O)C2CCN(C(=O)c3ccccc3)CC2)c1)Nc1cccc(C(=O)N2CCCCC2)c1,.,0%,-10%,-2%,2,5%,0.4,-5%
COc1ccc(Cl)cc1NC(=O)COC(=O)CCc1cc(OC)c(OC)c(OC)c1,2%,-20%,6%,1%,-4,-9%,-2.5,-20%
O=C(OCCc1ccccn1)c1cccc([N+](=O)[O-])c1,.,4%,-5%,4%,-2,1%,-0.3,-13%

# Four consecutive compounds already listed, quoted:
SMILES,MmCpn inh,EPAC1 antagonist,EPAC1 ag,PLK1 PBD inh,PI5P4Ka inh,WRN helicase inh,CCT modulator,EPAC2 antagonist
Clc1ccc(-c2nc3ncccn3c2Nc2ccc3c(c2)OCO3)cc1,0%,-3%,10%,-6%,-6,7%,-0.6,8%
O=C(Cc1cccc(NC(=O)C2CCN(C(=O)c3ccccc3)CC2)c1)Nc1cccc(C(=O)N2CCCCC2)c1,.,0%,-10%,-2%,2,5%,0.4,-5%
COc1ccc(Cl)cc1NC(=O)COC(=O)CCc1cc(OC)c(OC)c(OC)c1,2%,-20%,6%,1%,-4,-9%,-2.5,-20%
O=C(OCCc1ccccn1)c1cccc([N+](=O)[O-])c1,.,4%,-5%,4%,-2,1%,-0.3,-13%

# Next section
SMILES,MmCpn inh,EPAC1 antagonist,EPAC1 ag,PLK1 PBD inh,PI5P4Ka inh,WRN helicase inh,CCT modulator,EPAC2 antagonist
Cn1c(N)c(C#N)c(C#N)c1-c1ccccc1,0%,-10%,10%,-11%,-6,-33%,-0.8,-6%
CC(C)(C)c1ccc(S(=O)(=O)C(C)(C)C)cc1,1%,-15%,-11%,-13%,11,2%[57.1 µM],-11,4%
N=c1oc2ccccc2cc1-c1nc(-c2ccc(Cl)cc2)cs1,-2%,-19%,-5%,-4%,5,-10%,-2.1,-20%
CC12Cc3ccc4ccccc4c3C=C1C[N+](C)(C)C2 (stereo not given),-4%,-4%,-5%,-4%,9,-3%,1.5,-4%
CCCCc1nc2cc(C(=O)N3CCNC(=O)C3)ccc2o1,-2%,23%,4%,-4%,-8,4%,-1.6,-5%
CCC(C)C1=CC(=Nc2c(C)n(C)n(-c3ccccc3)c2=O)C=C(C(C)CC)C1=O (stereo not given),2%,-5%,2%,-12%,0,5%,2.4,-15%
COc1ccccc1NC(=O)Nc1nc(CC(=O)N2CCN(c3ccc(F)cc3)CC2)cs1,1%,-7%,8%,-6%,5,-5%,0.7,2%
N#Cc1ccc(OCC(=O)N2CCN(C(=O)c3ccco3)CC2)cc1,0%,-2%,15%,-1%,1,8%,-4.0,1%
CC(=O)Oc1c(Br)cc(N(C(C)=O)S(=O)(=O)c2ccccc2)c2ccccc12,-1%,?,6%,27µM*,-4,-5%,2.4,?
CC(C)(C)OC(=O)N1CCC(NC(=O)c2[nH]cnc2C(=O)Nc2cccc(Cl)c2)CC1,0%,2%,-1%,5%,-3,7%,1.3,-10%
O=C(COC(=O)/C=C/c1ccc(Cl)cc1)NC(=O)NCc1ccccc1,0%,-17%,-6%,-20%,-3,?,1.9,-3%
COCCn1cnc2c1c(=O)n(CC(=O)OCC(=O)NCCCc1ccccc1)c(=O)n2Cc1ccccc1,1%,17%,6%,1%,2,8%,0.9,-1%
Cc1cc2cc(C)c(NCCNC(=O)c3cccs3)nc2cc1C,-1%,-3%,4%,-16%,26,-2%,-0.9,-21%
C=CCn1c(COc2ccccc2F)nnc1SCCN1C(=O)c2ccccc2C1=O,2%,4%,-3%,-13%,0,-5%,-3.2,7%
COc1ccc(OC)c(-c2csc(NC(=O)CN3C(=O)C4CCCCC4C3=O)n2)c1 (stereo not given),0%,-15%,-39%,-7%,4,-27%,2.8,-12%
O=S1(=O)[C@H]2CC3O[C@]2(C[C@@H]3c2ccc(F)cc2)CN1Cc1ccc(Cl)cc1,3%,2%,0%,-4%,9,-2%,-3.1,?
COc1ccc2nc(SCC(=O)Nc3cc(C)on3)[nH]c2c1,2%,9%,3%,3%,.,1%,0.0,8%
Oc1c(CN2CCN(c3ccc(F)cc3)CC2)cc(Cl)c2cccnc12,1%,?,11%,-6%,3,-9%,-1.1,37%[activator]
CCN1CCN(c2nc3ccccn3c(=O)c2/C=C(\C#N)S(=O)(=O)c2ccccc2)CC1,1%,-7%,11%,-1%,0,-5%,-1.2,-4%
O=C(CNC(=O)Cc1ccccc1)NCC(=O)OCc1ccc(C(=O)c2ccccc2)cc1,0%,-13%,0%,-13%,.,-11%,-0.4,6%
O=C(Nc1ccc2[nH]ccc2c1)c1ccc(F)cc1,1%,-7%,-4%,-7%,-29,-6%,-2.7,-12%
Cc1ccc(C(=O)C(C)OC(=O)CCN2C(=O)C3C4C=CC(C5CC45)C3C2=O)cc1 (stereo not given),1%,-5%,6%,9%,3,0%,0.9,-23%
Cc1c(/C=C/C(=O)c2cccs2)cnn1C,-1%,-4%,4%,3.4µM*,?,0%,-3.1,-1%
O=C(COc1ccc2ccccc2c1Br)Nc1ccncc1,-11%,-12%,7%,-2%,14,-19%,-0.9,2%
Cc1ccc(CNC(=O)CSc2nnc3c(n2)[nH]c2ccc(F)cc23)cc1,-1%,1%,5%,-24%,-12,-3%,-2.1,7%
COc1ccc(OC)c2[nH]c(=O)c(CCNC(=O)c3ccc4c(c3)OCO4)cc12,1%,2%,3%,-8%,-2,-6%,1.3,-10%
Cc1ccccc1CN1CCNC(=O)C1CC(=O)NCCN1CCCCC1=O (stereo not given),-2%,7%,9%,-5%,5,-19%,-0.6,-1%
CCCCNC(=O)CCC(=O)Nc1ncc(-c2ccc(C)cc2)n1C,0%,5%,-1%,-2%,0,0%,0.0,6%
O=C(COC(=O)c1ccccc1OC(F)F)Nc1ccc(N2CCCCC2)cc1,2%,22%,-4%,4%,4,2%,-0.5,23%
CCOc1ccc(-n2c(SCC(=O)Nc3ccc(CC)cc3)nc3n[nH]c(C)c3c2=N)cc1,-2%,14%,-17%,3%,-1,-6%,-1.2,-15%
CC(C)NS(=O)(=O)c1ccc(OCC(=O)N(C)Cc2ccccc2)cc1,2%,4%,10%,-11%,.,-1%,-1.7,-2%
O=[N+]([O-])c1ccc2c(c1)nc1n2CCN(c2ccccc2)C1,1%,8%,-4%,-14%,?,-2%,1.4,16%
Nc1cccnc1S(=O)(=O)c1ccccc1,-1%,-8%,6%,-5%,1,-1%,0.5,-1%
COc1cc(SC)ccc1C(=O)Nc1cc(C)c(OCC(=O)N2CCOCC2)c(C)c1,-1%,-7%,-5%,-3%,-3,-2%,1.0,-5%
CCCNC(=O)CN(c1ccc(F)c(Cl)c1)S(C)(=O)=O,0%,-6%,-2%,-11%,.,0%,-0.6,-12%
Cc1nc(-c2cccc3ccccc23)ccc1C(=O)O,1%,-26%,2%,-9%,5,6%,-8.3,13%
